E coli growth = bacterial growth inhibition, counter-screen for AddAB inhibitors; inhibition, % at 11.9 µM; 0.27% of 330,000 active; E. coli V3065 growth, OD600 absorbance, 18 h;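 active means inhibition above the campaign's mean inhibition across all tested compounds plus 3 SD, cut at about 9.9% in these data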;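 further: uninfected addAB+ strain grown without phage in ampicillin broth; 0% = DMSO wells and 100% = ciprofloxacin 0.95 µg/ml wells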
HTR5A inv ctr = counter-screen for OPRM1-OPRD1 inverse agonists: human HTR5A inverse agonism; 0.083% of 340,000 active; P47898; AID 504634; HTR5A cell line, luminescence; inhibition, % at 9.3 µM; in the data active means inhibition mostly above about 23%, no sharp cut-off; inactive means mostly below about 18%;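 further: 0% = cells with DMSO and 100% = no-cell wells with DMSO; some compounds called inactive have numbers as strong as hits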
MOR-DOR inv ag = inverse agonists of human mu-delta opioid receptor heterodimerization | P35372+P41143 | cell-based MOR-DOR heterodimer luminescence, inverse agonism | inhibition, % at 9.3 µM | 0.21% of 340,000 active | AID 504357; in the data active means inhibition above about 22%, passing the limit was not always enough;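 further: 0% = cells with DMSO and 100% = wells without cells with DMSO; values of inactives mirror those of a sister screen read the other way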
AddAB inh = less growth of phage-infected E. coli with AddAB. E. coli expressing H. pylori AddAB, absorbance growth. inhibition, % at 11.9 µM. 0.29% of 330,000 active; in the data active means inhibition above about 12%;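 further: 0% = vehicle wells of infected cells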
phage Ecoli inh = E. coli growth loss with phage present | 0.26% of 360,000 active | inhibition, % at 11.9 µM | growth absorbance; in the data active means inhibition above about 11%
HTR5A ag = activates human HTR5A in OPRM1-OPRD1 agonist counter-screen; 0.61% of 340,000 active; activation, % at 9.3 µM; AID 504692; P47898; HTR5A agonist assay, luminescence, cell-based; in the data active means activation mostly above about 9.5%, no sharp cut-off; inactive means mostly below about 7.6%;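 further: 0% = cells with vehicle only and 100% = reference agonist; strong numbers were not always called active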
DSG3 Ab inh = blocks pemphigus antibody binding to human desmoglein-3; DSG3-coupled beads, scFv-anti-DSG3-GFP binding, flow cytometry; active compounds read low; P32926; 0.48% of 310,000 active; binding (percent of control), % at 10 µM;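 active means binding more than 3 SD below its plate's average and above zero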;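 further: hits lower antibody fragment binding to DSG3; some compounds called inactive have numbers as strong as hits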
Target sequence (P32926 whole entry, looked up, the tested form may be a part): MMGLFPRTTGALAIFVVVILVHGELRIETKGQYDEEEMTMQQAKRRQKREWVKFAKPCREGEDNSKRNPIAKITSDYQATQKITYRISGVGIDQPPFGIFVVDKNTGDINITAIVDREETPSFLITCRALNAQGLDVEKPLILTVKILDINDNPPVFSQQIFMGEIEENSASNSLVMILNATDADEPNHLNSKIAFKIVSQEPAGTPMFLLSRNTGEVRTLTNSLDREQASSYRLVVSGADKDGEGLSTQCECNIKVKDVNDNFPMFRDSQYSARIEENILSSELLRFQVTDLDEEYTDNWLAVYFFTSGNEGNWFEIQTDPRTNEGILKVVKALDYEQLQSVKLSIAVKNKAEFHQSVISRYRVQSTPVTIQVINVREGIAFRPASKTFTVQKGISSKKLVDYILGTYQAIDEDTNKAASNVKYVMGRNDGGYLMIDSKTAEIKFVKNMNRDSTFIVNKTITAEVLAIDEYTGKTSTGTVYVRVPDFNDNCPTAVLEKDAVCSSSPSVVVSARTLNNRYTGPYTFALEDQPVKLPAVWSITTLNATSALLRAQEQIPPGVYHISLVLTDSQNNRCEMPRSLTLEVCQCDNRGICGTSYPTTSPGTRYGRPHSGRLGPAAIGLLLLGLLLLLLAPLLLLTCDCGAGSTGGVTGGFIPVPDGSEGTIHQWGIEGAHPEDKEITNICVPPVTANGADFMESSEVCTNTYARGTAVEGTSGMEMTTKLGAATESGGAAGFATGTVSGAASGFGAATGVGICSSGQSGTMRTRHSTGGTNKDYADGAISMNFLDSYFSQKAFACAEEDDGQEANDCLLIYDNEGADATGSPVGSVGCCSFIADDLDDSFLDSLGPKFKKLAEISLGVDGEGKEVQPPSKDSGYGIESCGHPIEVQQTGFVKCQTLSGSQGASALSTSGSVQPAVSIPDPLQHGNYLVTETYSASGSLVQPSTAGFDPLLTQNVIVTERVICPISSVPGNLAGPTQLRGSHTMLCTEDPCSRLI
OPRM1-OPRD1 ag = agonists of human mu-delta opioid receptor heterodimerization; P35372+P41143; cells, OPRM1-OPRD1 heterodimerization, luminescence; activation, % at 9.3 µM; 0.3% of 340,000 active; AID 504326; in the data active means activation above about 18%;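 further: 0% = vehicle-treated cells and 100% = reference agonist; values of inactives mirror those of a sister screen read the other way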
PfHsp90 yeast 2 = inhibits growth of yeast expressing Plasmodium falciparum Hsp90. S. cerevisiae expressing PfHsp90, BacTiter-Glo ATP, 48 h; yeast lacking PDR1 and PDR3 efflux regulators. inhibition, % at 9.4 µM. 0.32% of 310,000 active. AID 504621;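 active means every replicate shows inhibition above about 80%, whatever the replicate mean, limit read from the data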;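 further: 0% = DMSO neutral controls and 100% = 20 µM radicicol positive controls; yeast relying on Plasmodium falciparum Hsp90 in place of its own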
Mot1-301 SUMO = blocks SUMOylation pathway, rescuing yeast Mot1-301 growth | S. cerevisiae Mot1-301 growth rescue, ATP luminescence, 38.5C; percent above DMSO median, 100 means doubled | growth rescue, % at 18.8 µM | 1% of 320,000 active | AID 2716;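 active means every valid replicate shows activation above 250% relative to neutral control wells; inactive means the rest, any valid replicate at or below 250%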;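 further: OY570 slx delta 5 strain wells were the positive control but not used for scaling; some compounds called inactive have numbers as strong as hits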
PKA-R1A act = activators of PKA-R1A complex | P00514+P68181 | 0.083% of 340,000 active | PKA-R1A dissociation, Cy5-IP20 fluorescence polarization; scaled: DMSO 0%, 113 µM cGMP 100% | activation, % at 11.4 µM;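 active means percent activation above the mean of all tested compounds plus 3 SD, cut at about 19% in these data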;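 further: higher means more PKAc released from R1A so a rise in polarization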
The depositor's hits bear a star; · = no result given. Compounds as they come (roughly 3.2% active in at least one column).

SMILES	E coli growth	HTR5A inv ctr	MOR-DOR inv ag	AddAB inh	phage Ecoli inh	HTR5A ag	DSG3 Ab inh	OPRM1-OPRD1 ag	PfHsp90 yeast 2	Mot1-301 SUMO	PKA-R1A act
COc1ccccc1N1C(=O)C2CC=CC(C)C2C1=O (configuration not stated)	0.1	23	10	1.6	0.4	-8	110	-1.7	7	81	1
NS(=O)(=O)c1ccc(N2CCN(S(=O)(=O)Cc3ccccc3)CC2)nc1	-3.1	5	21	-4.2	1.5	-1	·	-4.2	-21	41	-3
CCN(CC)S(=O)(=O)c1ccc(NC(=O)COC(=O)CNC(=O)C2CCCCC2)cc1	·	10	27	·	2.1	-3	101	-5.6	12	·	-13
CSC(=O)CC(=O)NC(=O)c1ccccc1	1.8	-14	7	3.9	1.1	6	96	-1.4	25	-9	7
CC(=O)NN1C(=O)/C(=C\c2ccc(Br)o2)SC1=S	-2.0	12	13	-3.2	2.0	1	118	-2.3	6	-11	4
COc1cc([N+](=O)[O-])cc([N+](=O)[O-])c1NC(=O)N1CCOCC1	2.3	-8	-20	5.2	2.0	3	123	2.5	-12	3	5
CC(=O)Nc1ccc(S(=O)(=O)N2CCC3(CC2)CC(=O)c2ccccc2O3)cc1	0.6	12	14	4.1	4.6	-4	95	-2.2	·	-6	4
OC1CCCC1NCc1ccnc2cc(Cl)ccc12 (configuration not stated)	·	-6	0	·	0.8	1	·	0.0	17	·	-5
CSc1ccc(/C=N/NC(=O)c2ccccc2Cl)cc1	0.7	13	13	-0.1	2.7	-5	95	-2.9	-2	33	-13
COC(=O)Cc1csc(NC(=O)c2ccc3ncsc3c2)n1	1.2	-12	-2	1.3	2.6	3	99	0.6	-9	14	4
Cc1nc(-c2cccc(-c3noc(C)n3)c2)no1	0.0	6	11	0.8	2.4	-2	100	-2.1	-40	8	-10
COc1ccc(S(=O)(=O)N2CCCCCC2)cc1NS(=O)(=O)c1cc(C(=O)O)cc(C)c1C	-0.3	2	23	1.3	4.7	1	·	-5.9	4	-6	-2
COC(=O)c1cc2ccsc2n1CC(=O)NCC1CCCO1 (configuration not stated)	1.8	-11	2	1.0	1.6	4	104	-0.3	25	-1	5
COC(=O)c1c(NC(=O)CSc2ncn[nH]2)sc(C)c1C	-1.1	-32	-4	-0.8	2.7	13*	114	0.7	·	-18	1
On1c(-c2ccccc2)nc2ncccc21	1.0	1	15	-1.8	2.0	0	73*	-3.0	17	0	-2
Cn1nc(C(=O)OCCN2C(=O)c3ccccc3C2=O)c2ccccc2c1=O	-1.5	5	14	0.2	2.2	-1	101	-2.5	8	-3	-3
Cc1ccc(O)c(C(=O)c2cc(C#N)c(=O)n(-c3c(C)n(C)n(-c4ccccc4)c3=O)c2)c1	-0.9	-17	1	1.4	3.1	-3	105	-0.1	27	10	8
COc1ccc(C(=O)Nc2ccc(NC(=O)CSc3nnc(-c4ccncc4)n3C)cc2)cc1	2.1	4	13	1.5	0.4	-2	117	-2.4	-43	12	-4
Cc1ccc(S(=O)(=O)N2CCN(C(=O)CSc3nccn3C)CC2)cc1	2.4	-17	10	3.0	2.5	6	90	-2.0	6	·	-2
COc1cc(NC(=O)COc2ccccc2Cl)ccc1NC(=O)c1cccs1	0.8	-18	-33	3.4	1.2	8	6.8*	4.0	16	125	-1
CCCCn1c(CNC(=O)c2cccs2)nc2ccccc21	-2.7	-7	2	-0.3	2.6	2	103	-0.4	10	3	-6
Nc1ccc[n+](Cc2ccccn2)c1	-0.3	1	6	0.7	2.6	-1	106	-1.5	8	2	-10
O=C(COC(=O)C1(c2ccc(F)cc2)CCCC1)N1CCOCC1	-1.0	-10	6	0.0	3.1	3	109	-1.1	15	8	0
O=C(NN=Cc1ccccc1Cl)c1ccc(-n2cnnn2)cc1	0.1	-13	13	1.2	3.0	5	101	-3.2	10	-4	-4
O=C(CN(c1ccccc1)S(=O)(=O)c1ccccc1)NCCSCc1ccco1	0.6	-12	11	3.2	1.9	0	104	-1.8	0	-10	-2

Structures above that bear a hit mark in DSG3 Ab inh:
compound | MOR-DOR inv ag | AddAB inh | phage Ecoli inh | DSG3 Ab inh | OPRM1-OPRD1 ag | PfHsp90 yeast 2 | Mot1-301 SUMO | PKA-R1A act
On1c(-c2ccccc2)nc2ncccc21 | 15 | -1.8 | 2.0 | 73* | -3.0 | 17 | 0 | -2
COc1cc(NC(=O)COc2ccccc2Cl)ccc1NC(=O)c1cccs1 | -33 | 3.4 | 1.2 | 6.8* | 4.0 | 16 | 125 | -1

Structures from the list above that have a thiophene ring, fused or not:
SMILES	E coli growth	HTR5A inv ctr	MOR-DOR inv ag	AddAB inh	phage Ecoli inh	HTR5A ag	DSG3 Ab inh	OPRM1-OPRD1 ag	PfHsp90 yeast 2	Mot1-301 SUMO	PKA-R1A act
COC(=O)c1cc2ccsc2n1CC(=O)NCC1CCCO1 (configuration not stated)	1.8	-11	2	1.0	1.6	4	104	-0.3	25	-1	5
COC(=O)c1c(NC(=O)CSc2ncn[nH]2)sc(C)c1C	-1.1	-32	-4	-0.8	2.7	13*	114	0.7	·	-18	1
COc1cc(NC(=O)COc2ccccc2Cl)ccc1NC(=O)c1cccs1	0.8	-18	-33	3.4	1.2	8	6.8*	4.0	16	125	-1
CCCCn1c(CNC(=O)c2cccs2)nc2ccccc21	-2.7	-7	2	-0.3	2.6	2	103	-0.4	10	3	-6

The main list resumes, repeating the 4 entries before the break.
SMILES	E coli growth	HTR5A inv ctr	MOR-DOR inv ag	AddAB inh	phage Ecoli inh	HTR5A ag	DSG3 Ab inh	OPRM1-OPRD1 ag	PfHsp90 yeast 2	Mot1-301 SUMO	PKA-R1A act
Nc1ccc[n+](Cc2ccccn2)c1	-0.3	1	6	0.7	2.6	-1	106	-1.5	8	2	-10
O=C(COC(=O)C1(c2ccc(F)cc2)CCCC1)N1CCOCC1	-1.0	-10	6	0.0	3.1	3	109	-1.1	15	8	0
O=C(NN=Cc1ccccc1Cl)c1ccc(-n2cnnn2)cc1	0.1	-13	13	1.2	3.0	5	101	-3.2	10	-4	-4
O=C(CN(c1ccccc1)S(=O)(=O)c1ccccc1)NCCSCc1ccco1	0.6	-12	11	3.2	1.9	0	104	-1.8	0	-10	-2
CCCCCn1c(CN2CCN(C(=O)OCC)CC2)nc2c1c(=O)n(C)c(=O)n2C	-0.1	-12	6	-0.3	0.6	-2	81	-1.2	-10	-4	-4
Cc1ccc(CN2CCN(CC(=O)N=Nc3c(O)[nH]c4ccccc34)CC2)cc1	-1.2	16	8	2.9	-0.4	-4	·	-1.5	14	8	1
COCCNC(=O)c1ccccc1NC(=O)c1ccc(Cl)c(S(=O)(=O)Nc2ccc(C)cc2C)c1	0.6	21	-4	-0.5	1.4	-9	99	0.6	12	-22	-10
Cc1ccc(CN2CCN(/N=C/c3cc(Br)ccc3F)CC2)cc1	3.5	0	-8	-0.2	0.7	0	98	1.6	18	203	-4
COC(=O)[C@H](CCSC)NC(=O)NCc1cccs1	0.7	-9	6	3.4	1.2	0	93	-1.1	·	13	-6
COc1ccc(C(=O)COC(=O)C(C(C)C)N2C(=O)C3C4C=CC(C4)C3C2=O)cc1 (configuration not stated)	-0.9	12	11	-0.9	2.4	1	·	-2.1	28	-7	-9
CCOc1cc(N2CCOCC2)c(OCC)cc1NC(=O)C1=NN(c2cccc(C)c2)C(=O)CC1	-1.4	-15	-4	-0.8	3.9	11	102	0.7	-21	64	-8
Cc1ccc2nc(SCC(=O)N3CCC(C)CC3)nc(=O)n2c1	-1.6	5	8	0.1	-1.0	-2	109	-1.5	36	-2	-5
O=C(CNC(=O)c1cccc(OC(F)F)c1)OCc1cc(=O)n2cc(Br)ccc2n1	1.0	-27	4	-0.3	1.8	2	119	-0.8	0	2	5
CCc1nnc(NC(=O)C2CCCN2C(=O)Nc2ccccc2OC)s1 (configuration not stated)	2.5	3	4	1.1	0.9	-3	101	-0.7	-1	1	-2
Cc1ccc(S(=O)(=O)n2cc(C=O)c3ccccc32)cc1	0.9	-1	-12	1.4	2.3	0	101	2.3	-10	16	-11
O=c1[nH]cc(S(=O)(=O)c2ccccc2)[nH]1	0.1	7	8	-2.1	4.0	-3	98	-1.3	8	-2	5
O=C(COCc1cc(-c2ccc3c(c2)OCO3)on1)N1CCN(c2cccc(C(F)(F)F)c2)CC1	-1.4	4	-7	-1.3	2.9	-1	112	1.4	-14	-7	-5
CCCC(=O)C1=C(N2CCCCC2)CC(C)(C)C(C(=O)OC)C1=O (configuration not stated)	0.5	4	-1	0.8	4.7	-1	106	0.1	9	6	0
O=C(Nc1ccc(Cl)cc1)[C@@H]1[C@@H]2C(=O)N(c3cccc(F)c3)C(=O)[C@@H]2[C@H]2C=CC=NN21	-1.6	10	15	-2.6	2.8	1	105	-3.1	-2	-7	-13
O=C(CN1CCNC(=O)C1)NCCc1ccc(Cl)cc1Cl	-0.9	3	2	0.1	2.8	-1	87	-0.2	-4	10	-1
CC(=O)c1cccc(NC(=O)c2cc3ccccn3n2)c1	0.6	-20	6	-0.2	2.8	2	105	-1.0	3	-6	-17
O=C(Nc1ccc2c(c1)OCCO2)c1cnn(-c2ccccc2)n1	-0.5	12	10	-0.1	1.0	6	103	-2.6	2	25	2
O=C(NCC(=O)N1CCN(c2ccccc2)CC1)c1cccs1	-0.7	9	0	1.6	3.2	3	106	0.0	-5	1	3
COc1ccccc1-[n+]1c(C)cc(/C=C2\Sc3ccccc3N2C)cc1C	19*	1	27	23*	13*	0	133	-5.1	-26	19	7
Cc1nc(N)[nH]c(=O)c1CCC(=O)OCC(C)C	1.1	-4	-4	1.7	3.4	3	107	0.9	·	-24	6
COc1ccccc1N1CCN(C2CCCN(C(=O)Cn3cccn3)C2)CC1 (configuration not stated)	2.6	2	8	2.8	1.4	-1	111	-1.9	-26	-10	-12
O=C(NCC1CCN(S(=O)(=O)c2ccccc2)CC1)Nc1ccccc1	1.4	1	6	0.1	2.5	0	·	-1.2	5	7	-3
Nn1c(-c2ccc(O)cc2)nnc1-c1ccc(O)cc1	3.5	5	8	0.5	-0.9	-2	100	-1.4	-73	-13	-1
COc1ccc(C(=O)NC(CC(C)C)C(=O)O)cc1 (configuration not stated)	-2.1	13	-2	1.6	0.5	-5	100	0.3	-13	-16	-4
COCCn1c(=NC(=O)CSCC(=O)Nc2cc(C)on2)sc2cc(C(=O)OC)ccc21	-0.5	-10	1	-0.5	3.2	-4	96	-0.1	11	-9	-10
COc1cc(NC(=O)c2ccc(OC)c([N+](=O)[O-])c2)ccc1NC(=O)c1ccco1	0.4	-3	-4	-1.5	3.4	10	106	0.8	26	-3	3

From PubChem BioAssay
